Menin MLL FP TR – qHTS Assay for Inhibitors Targeting the Menin-MLL Interaction in MLL Related Leukemias: Competition With Texas Red Labeled MLL-derived Mutant Peptide. O00255. Menin + Texas Red MLL mutant peptide, fluorescence polarization. Potency, µM (doses to about 61.6 µM), inactives show top-dose FP activity change, negative = inhibition, usual class: inhibitors. 0.23% of 270,000 active. AID 1768, 2009; active means well fitted inhibition curve with a large enough effect in the polarisation, with a control signal flat, not every such curve was filed as active; inconclusive means small, poorly fitted or top-dose-only effect, or effect the other way, or a change in a side signal; inactive means no such curve, though single readings can be large or run the other way; the % refers to the polarisation; further: potency means the concentration at half of the fitted maximal effect; % of control where 0% means no effect; many of its hits are not listed in these tables
MLL CXXC-DNA inh – qHTS Fluorescence Polarization Assay for Inhibitors of MLL CXXC domain - DNA interaction; Histone-lysine N-methyltransferase 2A (Homo sapiens), Q03164; MLL-CXXC / FITC-HOXA9 DNA fluorescence polarization; Potency, µM (doses to about 115 µM), inactives show top-dose activity change, negative = inhibition, usual class: inhibitors; 0.037% of 290,000 active; active means well fitted inhibition curve with a large enough effect in the polarisation, with a control signal flat, not every such curve was filed as active; inconclusive means small, poorly fitted or top-dose-only effect, or effect the other way, or a change in a side signal; inactive means no such curve, though single readings can be large or run the other way; the % refers to the polarisation; further: potency means the concentration at half of the fitted maximal effect
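Purified MLL-CXXC (added from a 7 uM solution) was preincubated 5 min at ambient with pinned compounds in 50 mM Tris-HCl pH 7.5, 50 mM NaCl, 1 mM DTT, 0.05% BSA. Fluorescein-labeled HOX-A9 DNA (50 nM solution) followed, 30 min, then polarization read.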
B2AR arrestin – qHTS assay of beta-arrestin-biased ligands of beta2-adrenergic receptor. beta-arrestin recruitment to beta2AR, cell-based reporter. Potency, µM (titrated, usually from 46.1 µM), inactives show at the top dose activation, usual class: activators. 0.02% of 330,000 active. AID 492947, 2010;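 further: potency means the concentration at half of the fitted maximal effect; 0% = DMSO controls and full agonism = EC100 isoproterenol or metaproterenol; nearly all actives have a fitted effect of over 65% in size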
FBPA coupling cs – qHTS Assay for Inhibitors of Fructose-1,6-bisphosphate Aldolase from Giardia Lamblia: Coupling assay counterscreen; coupling enzyme system counterscreen, AmpLite Red fluorescence; activity change, negative = inhibition, % at 58.2 µM, hits read low; 0.67% of 290,000 active; AID 2472, 2010; in the data active means activity change below about -30%; further: on the % scale 0 is the no-effect control and ±100 the full control effect
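First, compound is pin-transferred into glyceraldehyde-3-phosphate coupling-enzyme reagent at 57.5 uM final and held 10 min at RT. Next, substrate, coupling system and AmpLite Red are added. After 20 min RT, fluorescence (525/598 nm) is read.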
PKM2 activator – qHTS Assay for Activators of Human Muscle isoform 2 Pyruvate Kinase; Pyruvate kinase PKM (Homo sapiens), P14618; purified PKM2, Kinase-Glo ATP luminescence, activation; response scale: 0% is enzyme alone, no compound; Potency, µM (top dose mostly 57.5 µM), without a hit: at the highest dose activation, usual class: activators; 0.34% of 260,000 active; further: potency means the concentration at half of the fitted maximal effect; on the % scale 0 is the no-effect control and ±100 the full control effect; nearly all actives have a fitted effect of over 55% in size
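ATP formation by purified human PK-M2, quantified via coupled luciferase luminescence after 1 h at room temperature with 0.1 mM ADP and 0.5 mM PEP final.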
KCNH2 3.1 inh – qHTS for Inhibitors of KCHN2 3.1: Mutant qHTS | activity change, % (tested at about 1.8 µM) | Potassium voltage-gated channel subfamily H member 2, brain isoform KCNH2 3.1 (human) | 0.95% of 340,000 active | U2OS KCNH2 3.1, thallium flux FluxOr; active compounds read low;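 active means maximum activity change below -70%; inconclusive means maximum activity change from -70% to -50%; inactive means maximum activity change above -50%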;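 further: thallium influx rate constant from kinetic fluorescence after stimulation buffer; on the % scale 0 is the no-effect control and ±100 the full control effect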
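U2OS cells transduced with KCNH2 3.1 mutant virus (1.77 x 10^8 /mL, 4 h), plated overnight at 37 C, loaded 45 min with FluxOr dye plus Red40 quencher. Thallium flux rate constant from kinetic reads after stimulation buffer, normalised to controls.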
USP2a block – qHTS Assay for Inhibitors of Ubiquitin-specific Protease USP2a Using CHOP2 as the Reporter; Ubiquitin carboxyl-terminal hydrolase 2 (Homo sapiens), O75604; USP2 core, Ub-CHOP2 coupled fluorogenic reporter, 485/531; Potency, µM (highest dose often 38.3 µM), for the others: at the highest dose activity change, negative = inhibition, hits mostly inhibitors; 0.01% of 330,000 active; AID 463254, 2010;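 further: potency means the concentration at half of the fitted maximal effect; plate controls were DMSO wells for no effect and full inhibition by NEM control for full effect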
Target sequence (O75604 whole entry, looked up): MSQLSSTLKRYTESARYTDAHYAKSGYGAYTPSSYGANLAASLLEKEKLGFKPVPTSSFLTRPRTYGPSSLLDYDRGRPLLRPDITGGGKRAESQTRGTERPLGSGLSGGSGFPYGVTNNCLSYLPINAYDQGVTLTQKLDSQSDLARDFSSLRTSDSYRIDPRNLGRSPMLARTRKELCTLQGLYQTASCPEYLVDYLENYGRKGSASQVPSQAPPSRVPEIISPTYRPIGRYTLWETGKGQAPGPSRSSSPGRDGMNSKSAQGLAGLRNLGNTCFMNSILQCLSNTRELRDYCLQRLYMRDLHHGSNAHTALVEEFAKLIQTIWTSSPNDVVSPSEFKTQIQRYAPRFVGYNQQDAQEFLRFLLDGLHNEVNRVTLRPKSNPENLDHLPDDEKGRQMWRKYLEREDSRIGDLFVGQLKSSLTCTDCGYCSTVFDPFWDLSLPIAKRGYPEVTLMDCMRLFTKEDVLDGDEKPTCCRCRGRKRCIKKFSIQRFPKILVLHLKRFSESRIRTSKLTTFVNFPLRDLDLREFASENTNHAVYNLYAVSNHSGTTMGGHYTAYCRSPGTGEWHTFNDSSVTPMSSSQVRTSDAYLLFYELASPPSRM
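USP2 core (10nM final) preincubated 30min RT with compound in 20mM Tris-HCl pH 8.0, 2mM CaCl2, 2mM beta-mercaptoethanol, 0.05% CHAPS; 25nM Ub-CHOP2 plus 25nM reporter substrate added, fluorescence (Ex485/Em531) read after 60min.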
GALK inh – qHTS Assay for Inhibitors of Human Galactokinase (GALK) | P51570 | Purified GALK, Kinase-Glo residual ATP luminescence | Potency, µM (highest dose often 57.5 µM), for inactives: at the top dose activity change, negative = inhibition, most hits filed as inhibitors | 0.007% of 270,000 active; further: potency means the concentration at half of the fitted maximal effect; on the % scale 0 is the no-effect control and ±100 the full control effect
Target sequence (P51570 whole entry, looked up): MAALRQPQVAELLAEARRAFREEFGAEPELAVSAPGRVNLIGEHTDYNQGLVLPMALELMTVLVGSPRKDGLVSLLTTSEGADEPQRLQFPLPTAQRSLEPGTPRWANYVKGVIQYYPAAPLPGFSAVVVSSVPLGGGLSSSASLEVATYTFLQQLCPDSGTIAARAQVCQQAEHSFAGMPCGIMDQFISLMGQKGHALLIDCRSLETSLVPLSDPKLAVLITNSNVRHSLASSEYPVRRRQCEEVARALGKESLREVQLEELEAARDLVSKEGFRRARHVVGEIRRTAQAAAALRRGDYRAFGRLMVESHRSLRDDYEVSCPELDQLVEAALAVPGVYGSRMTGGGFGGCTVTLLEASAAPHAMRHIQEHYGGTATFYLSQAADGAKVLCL
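Kinase-Glo Plus luminescence measured ATP left after a 1 h room-temperature reaction. The reaction used 5 nM GALK, 100 uM galactose and 35 uM ATP at pH 8.0 (20 mM HEPES, 5 mM MgCl2, 60 mM NaCl, 1 mM DTT, 0.01% BSA).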
TRPV1 agonist – HTS Assay for Compounds that Act as Agonists of the Vanilloid Receptor 1 | Transient receptor potential cation channel subfamily V member 1 (Homo sapiens), Q8NER1 | TRPV1-expressing cells, Fluo-8 calcium influx, agonist mode | activation, % at 8.33 µM | 0.19% of 320,000 active | AID 540275, 2011; in the data active means activation above about 80%; inconclusive means between about 30% and that limit; further: 0% is about no effect
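TRPV1-expressing cells were cultured overnight at 35.5C and loaded with Fluo-8 calcium dye for 40 to 90 min at room temperature. After a 10 s baseline, compound was added and calcium influx was read kinetically for 3 min (ex 480/em 520 nm).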
hERG WT inh – qHTS for Inhibitors of KCHN2 3.1: Wildtype qHTS. Voltage-gated inwardly rectifying potassium channel KCNH2 (Homo sapiens), Q12809. U2OS, BacMam KCNH2, thallium flux FluxOr; active compounds read low. activity change, % at 1.84 µM. 0.37% of 340,000 active. AID 720551, 2013;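 active means maximum activity change below -70%; inconclusive means maximum activity change between -70% and -50%; inactive means maximum activity change above -50%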; further: on the % scale 0 is the no-effect control and ±100 the full control effect
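U2OS cells were transduced with wild-type KCNH2 virus (2.03 x 10^8 / mL) for 4 h at room temperature, then cultured overnight at 37 C. Thallium flux was read with FluxOr dye. Rate constants were normalized to DMSO controls.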
Giardia killer – Small Molecules that selectively kill Giardia lamblia: qHTS; Giardia lamblia trophozoite viability; activity change, % at 7.66 µM, hits read low; 0.15% of 340,000 active; AID 540267, 2011; in the data active means activity change below about -80%; inconclusive means between about -30% and that limit;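 further: parasites exposed to compound for two days anaerobically before the ATP read; on the % scale 0 is the no-effect control and ±100 the full control effect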
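Media and compound were dispensed first, then trophozoites at 100 cells/well; plates sat 48 hrs at 37 deg C without oxygen before ATP luminescence reagent was added and read after 15-30 min at room temperature.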
An asterisk follows results filed as active; ? = inconclusive; · = not tested or not shown; & = joins results of further samples; [ ] = another dose, or the depositor's remark. Unless noted, the call rests on the fitted dose curve; in most records, active means well fitted curve in the direction sought with a large enough effect; inconclusive means small, poorly fitted or top-dose-only effect, or another doubt; inactive means no such curve, though single readings can be large; an effect the other way counts as inactive or inconclusive. An excerpt; the hit share may differ from the screen's.

SMILES | Menin MLL FP TR | MLL CXXC-DNA inh | B2AR arrestin | FBPA coupling cs | PKM2 activator | KCNH2 3.1 inh | USP2a block | GALK inh | TRPV1 agonist | hERG WT inh | Giardia killer
COCCN1C=C2C(=O)C(C)(OC(=O)C3CCCC3)C(=O)C=C2C=C1c1ccsc1 (stereo unspecified) | -11%[11.7 µM] | 3% | -0.3% | -33* | -7%[11.5 µM] | 9 | -10% | -2% | 2 | 5 | -11
CCCCOc1ccc(C2C(C(=O)c3ccc(C)o3)=C(O)C(=O)N2CC2CCCO2)cc1 (stereo unspecified) | -12% | 14% | 0.2% | -3 | -6% | -4 | 0% | 1% | -7 | 3 | -5
Cc1ccc(-n2nnnc2SCC(=O)NC2CC2)cc1C | -3% | 2% | -0.3% | 0 | 4% | 15 | 0% | -6% | 8 | 7 | 8
Nn1c(=O)[nH]c2ccccc2c1=O | -8% | -8% | 0.3% | 3 | -15% | -16 | -1% | 1% | 5 | 10 | -2
O=C(Nc1cc2c(cc1Br)OCCCO2)c1ccccc1 | 8% | 2% | 1.9% | 0 | -8% | 3 | 2% | · | 25 | 2 | 3
COc1ccccc1OCc1nn[nH]n1 | -13% | 1% | -0.8% | 1 | -2% | -9 | 4% | 2% | 3 | -2 | -22
CSc1nsc(SCC(=O)Nc2ccc(NC(C)=O)cc2)n1 | 0% | 18% | 0.0% | -1 | -1% | 6 | -1% | 18% | 7 | -4 | 29
Cc1ccc2nc(SCC(=O)NCc3ccco3)[nH]c2c1 | 1% | 11% | -0.1% | 1 | -2% | 15 | 1% | 1% | 18 | 26 | -2
COc1ccc(/C=C/C(=O)N(C)c2ccccc2C(=O)O)cc1 | 2% | -2% | -0.1% | 2 | -13% | -4 | -2% | 13% | 2 | -17 | 12
CS(=O)(=O)N(CC(=O)NCc1ccc(Cl)cc1)C1CCCCC1 | -1% | 8% | -0.1% | -2 | 7% | -10 | 2% | -2% | -3 | -8 | -2
CCCS(=O)(=O)Nc1cccc(-c2nc3cccnc3s2)c1 | · | -4% | 1.0% | 3 | 8% | 8 | 1% | -1% | -3 | 2 | -11
CC(C)(C)OC(=O)NC1CCN(S(=O)(=O)c2ccc3c(c2)OCCO3)CC1 | -19% | · | 0.3% | 1 | -8% | -3 | 1% | · | 3 | 2 | -3
COc1ccc([N+](=O)[O-])cc1NCc1ccccc1C | · | 3% | -0.8% | -6 | -1% | -10 | -1% | -3% | · | -7 | -10
CCN(CCCNC(=O)Cn1ncc2c([nH]c3ccccc32)c1=O)Cc1ccccc1 | · | 26% | 0.3% | · | · | -46 | 0% | -6% | -3 | -21 | -6
Cc1ccc(NC(=O)Nc2ccccc2CC[N+](=O)[O-])cc1 | -8% | 5% | -0.1% | -2 | · | 12 | 0% | 11% | 7 | 1 | 15
O=C(C1=C[C@H](C2CC2)C[C@H](OCc2ccc(CO)cc2)O1)N1CCN(Cc2ccc3c(c2)OCO3)CC1 | -10% | -12% | 0.0% | 0 | 1% | · | 3% | -4% | 0 | · | -6
O=C(NCCCc1ccccc1)C1CCC(=O)N(Cc2ccc(Cl)cc2)C1 (stereo unspecified) | 2% | -1% | -1.0% | 3 | -6% | -1 | 0% | -5% | 15 | 6 | 0
COc1ccc(NC(=O)CN(C)C(=O)c2ccc(C)s2)cc1 | 10% | 9% | -0.5% | · | 3% | 5 | -1% | 2% | -1 | 1 | 4
Cc1nn(-c2ccccc2)c2c1C(c1ccc([N+](=O)[O-])cc1)C(C#N)=C(N)O2 (stereo unspecified) | ? | 2% | -0.2% | 4 | 17% | -1 | 5% | 8% | 2 | 4 | 12
CC(C)(C)c1cc(-c2ccccc2)n[nH]1 | · | 0% | -1.1% | 1 | -2% | -5 | 3% | 3% | 4 | -11 | 17
O=C(NN=C1CCCC1)c1cc(Br)ccc1O | 9% | -10% | -0.9% | -10 | -1% | 11 | -1% | 6% | -2 | -6 | 8
COc1cc(C(=O)OCC(=O)N(C)c2ccccc2)cc(OC)c1OC | · | 2% | -0.3% | 0 | · | 4 | 0% | -1% | -2 | 13 | 8
COc1ccc(S(=O)(=O)N(C)CC(=O)Nc2cccc(C(C)=O)c2)cc1Cl | 11% | 10% | 0.4% | 0 | -2% | 9 | ? | 0% | 6 | -10 | 6
CCOC(=O)c1c(C)nc2sc(C(=O)Nc3ccc(OC)cc3)c(N)c2c1-c1ccc(OC)cc1 | 4% | 9% | -0.1% | 1 | -1% | -1 | 1% | -2% | 0 | -8 | 12
O=C(Nc1nc(-c2ccccn2)cs1)c1cc(Cl)ccc1[N+](=O)[O-] | ? | 5% | -0.7% | -10 | -5% | 16 | 0% | -2% | 6 | 0 | 0
Cc1ccc(C)c(OCCC(=O)NCCc2ccc(S(N)(=O)=O)cc2)c1 | · | 0% | -0.1% | · | 1% | · | -2% | 1% | 17 | 0 | 6
CCS(=O)(=O)N1CCN(c2cnn(-c3ccccc3)c(=O)c2Cl)CC1 | 24% | 5% | 0.5% | 0 | -15% | 4 | 3% | 4% | 1 | 4 | 5
Cc1ccc(NC(=O)c2ccc([N+](=O)[O-])s2)cc1S(=O)(=O)N1CCOCC1 | · | · | -0.4% | · | · | -8 | 3% | · | · | 4 | ?
O=C(COC(=O)CNC(=O)c1cccs1)Nc1ccc(C(F)(F)F)cc1[N+](=O)[O-] | · | · | -0.6% | · | · | -5 | 1% | · | ? | 1 | -10
CCCCCCCCCCCCCCCCn1cc[n+](C)c1 | ? | 15%&12% | -0.8%&0.2% | 0&0 | 2%&5% | -9&1 | -28%&0% | -6%&-2% | 3&18 | -1&-1 | ?

Overlap with the part before: 2 compounds, then new ones.
SMILES | Menin MLL FP TR | MLL CXXC-DNA inh | B2AR arrestin | FBPA coupling cs | PKM2 activator | KCNH2 3.1 inh | USP2a block | GALK inh | TRPV1 agonist | hERG WT inh | Giardia killer
O=C(COC(=O)CNC(=O)c1cccs1)Nc1ccc(C(F)(F)F)cc1[N+](=O)[O-] | · | · | -0.6% | · | · | -5 | 1% | · | ? | 1 | -10
CCCCCCCCCCCCCCCCn1cc[n+](C)c1 | ? | 15%&12% | -0.8%&0.2% | 0&0 | 2%&5% | -9&1 | -28%&0% | -6%&-2% | 3&18 | -1&-1 | ?
Cc1ccc(-n2nnnc2SCC(=O)c2cc(C)n(CC3CCCO3)c2C)cc1 (stereo unspecified) | 4% | -4% | 0.3% | -1 | 2% | -3 | 0% | 3% | 1 | -6 | 0
O=C(CCc1ccccc1F)N1CCN(c2ccc(C(F)(F)F)cn2)CC1 | -12% | 9% | 0.0% | -1 | 5% | 5 | 3% | -1% | 10 | 6 | 8
COC(=O)c1ccccc1NC(=O)C(C)c1ccc([N+](=O)[O-])cc1 (stereo unspecified) | 3% | 25% | -0.4% | 1 | -10% | -9 | 0% | -1% | 12 | 6 | -9
CCC(C(=O)Nc1cc(F)ccc1F)n1nc(C)c2c(C)n(-c3ccc(C)cc3)nc2c1=O (stereo unspecified) | 1% | -1% | 0.2% | 0 | · | -3 | -1% | 3% | 2 | 1 | -18
O=C(N/N=C/c1ccncc1)NC1CCCCC1 | 0% | -1% | 0.0% | -1 | -1% | -7 | -1% | 14% | 0 | -11 | 32[activator]
COc1ccc2nc(NC(=O)CSc3nnc(C)n3N)sc2c1 | · | 15% | -1.0% | 2 | 2% | -3 | 0% | 1% | 3 | -6 | 5

Source: PubChem BioAssay (National Center for Advancing Translational Sciences (NCATS))
